# SENP6 block: SENP6 protease inhibitors, primary screen, biochemical, luminescence, uHTS; Sentrin-specific protease 6 (Homo sapiens), Q9GZR1; hit rate 1.8% among 330,000; inhibition, % at 10 µM; Recombinant SENP6 catalytic domain, aminoluciferin luminescence; AID 2599, 2010;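 active = inhibition above about 50% at the single tested dose, limit read from the data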;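 note: plate controls were DMSO wells with enzyme for no effect and DMSO wells lacking enzyme for full effect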
# Target sequence (Q9GZR1 628-1112 limits assumed): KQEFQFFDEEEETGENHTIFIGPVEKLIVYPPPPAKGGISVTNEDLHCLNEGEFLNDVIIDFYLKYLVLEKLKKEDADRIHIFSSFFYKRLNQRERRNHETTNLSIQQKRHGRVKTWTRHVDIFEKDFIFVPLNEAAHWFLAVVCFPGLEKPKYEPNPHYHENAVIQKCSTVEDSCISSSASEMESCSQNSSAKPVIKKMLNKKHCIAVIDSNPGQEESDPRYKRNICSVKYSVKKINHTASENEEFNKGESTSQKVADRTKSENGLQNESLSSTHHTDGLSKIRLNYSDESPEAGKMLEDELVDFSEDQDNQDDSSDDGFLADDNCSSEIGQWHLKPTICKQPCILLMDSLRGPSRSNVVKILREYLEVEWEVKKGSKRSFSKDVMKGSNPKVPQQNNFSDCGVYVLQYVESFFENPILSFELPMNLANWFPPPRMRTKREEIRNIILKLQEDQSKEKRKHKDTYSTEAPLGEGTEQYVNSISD
# SENP8 block-1: human SENP8 protease inhibitors, primary screen, biochemical, fluorescence, Nedd8 protein substrate, uHTS; hit rate 0.64% among 360,000; recombinant SENP8; inhibition, % at 20 µM; AID 602440, 2012; Sentrin-specific protease 8 (Homo sapiens), Q96LD8; in the data active = inhibition mostly above about 40%, no sharp cut-off; inactive = mostly below about 27%
# Target sequence (Q96LD8 whole entry, looked up): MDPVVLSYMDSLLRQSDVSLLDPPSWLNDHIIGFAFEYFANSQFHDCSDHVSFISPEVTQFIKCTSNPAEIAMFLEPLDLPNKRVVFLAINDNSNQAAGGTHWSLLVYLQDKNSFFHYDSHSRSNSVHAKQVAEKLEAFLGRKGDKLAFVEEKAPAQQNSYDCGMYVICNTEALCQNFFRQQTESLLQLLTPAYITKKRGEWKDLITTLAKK
# SENP8 block-2: SENP8 protease inhibitors, primary screen, biochemical, luminescence. Sentrin-specific protease 8 (Homo sapiens), Q96LD8. purified SENP8, Z-RLRGG-aminoluciferin cleavage. inhibition, % at 10 µM. hit rate 1.2% among 330,000. AID 2540, 2010; in the data active = inhibition above about 50%
# SENP7 block: SENP7 protease inhibitors, primary screen, biochemical, luminescence, uHTS; Sentrin-specific protease 7 (Homo sapiens), Q9BQF6; recombinant SENP7, Z-RLRGG-aminoluciferin luminescence, 40 min; inhibition, % at 5 µM; hit rate 1.5% among 330,000; AID 434973, 2010;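 active = inhibition above about 50% at the single test dose, limit read from the data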;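 note: plate controls were DMSO with enzyme for no effect and no enzyme buffer wells for full effect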
# SENP1 FRET inh: human SENP1 catalytic domain inhibitors, primary screen, biochemical, FRET, uHTS; recombinant SENP1 catalytic domain, CyPet-SUMO1-YPet FRET cleavage; inhibition, % at 10 µM; AID 624204, 2012; hit rate 0.21% among 360,000;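 active = inhibition at least 30% at 10 µM, raw YFP signal under a set limit, fluorescence ratio 0.5 to 1.5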;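 note: 0% = enzyme with DMSO and 100% = no enzyme wells; some results filed as inactive read as strong as hits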
# Target sequence (Q9P0U3 419-644 limits assumed): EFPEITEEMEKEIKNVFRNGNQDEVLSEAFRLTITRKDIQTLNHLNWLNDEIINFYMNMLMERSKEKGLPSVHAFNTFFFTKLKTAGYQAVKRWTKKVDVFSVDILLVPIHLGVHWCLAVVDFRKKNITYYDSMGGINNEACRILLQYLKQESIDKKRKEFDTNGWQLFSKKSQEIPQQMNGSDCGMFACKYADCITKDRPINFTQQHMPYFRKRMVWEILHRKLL
#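 Test system: hSENP1 catalytic domain, recombinant; Amount: 20 pM final SENP1 enzyme; Medium: Tris pH 8 buffer plus EDTA, NaCl, BME, BSA, NP40, catalase; Schedule: 50 min enzyme reaction, room temperature, light-protected; Technique: FRET fluorescence in CFP and YFP emission channels; Controls: no-enzyme wells low, DMSO-plus-enzyme wells high control.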
# HKDC1 inhibitor: HKDC1 hexokinase inhibitors, primary screen, biochemical, fluorescence, uHTS; hit rate 0.16% among 340,000; recombinant HKDC1, G6PDH/diaphorase resazurin coupled fluorescence; Q2TB90; inhibition, % at 20 µM;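 active = inhibition above about 35% when tested at 20 µM, limit read from the data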;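 note: plate controls were DMSO wells with enzyme for no effect and DMSO wells lacking enzyme for full effect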
#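 Material – in-house recombinant HK5 (HKDC1) enzyme · Quantity – HKDC1 at 5 µg/mL · Buffer or medium – pH 8.0 Tris buffer with 10 mM MgCl2 · Reagent – glucose with 1 mM ATP · Dosing – single 20 µM dose · Times – reaction time 90 min, room temperature, protected from light · Technique – resorufin fluorescence at 613 nm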
# beta cell repl: inducers of MIN6 beta-cell proliferation, primary screen, ATP luminescence, uHTS. MIN6 cells proliferation, ATPlite luminescence, 48 h; cells starved in 0.2% serum; 100% = growth in 10% serum. proliferation, % at 10 µM. hit rate 0.29% among 330,000. AID 2380, 2010;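 active = compounds whose signal lies at least 3.5 SD above the mean of all wells on their plate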;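 note: 0% = DMSO-treated cells in low-serum medium and 100% = 10% serum control; some compounds called inactive have numbers as strong as hits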
# UBC13 polyUb: UBC13 polyubiquitin chain formation inhibitors, primary screen, biochemical, TR-FRET, uHTS; Ubiquitin-conjugating enzyme E2 N (Homo sapiens), P61088; inhibition, % at 20 µM; hit rate 0.47% among 330,000; AID 485273, 2010; in the data active = inhibition above about 45%, passing the limit was not always enough; inconclusive = no clear call, values can overlap the other calls
# PfGluPho inh: PfG6PD enzyme inhibitors, primary screen, biochemical, fluorescence intensity, uHTS; glucose-6-phosphate dehydrogenase-6-phosphogluconolactonase (Plasmodium falciparum 3D7); PfGluPho enzyme, NADPH resazurin-diaphorase fluorescence; inhibition, % at 20 µM; hit rate 0.78% among 350,000; AID 504690, 2011;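 active = inhibition reaching at least a set limit at 20 µM in the primary screen, cut at about 59% in these data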;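 note: 0% = DMSO wells with substrate and 100% = DMSO wells lacking glucose-6-phosphate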
# Numbers without * were called inactive; i = inactive; u = inconclusive; x = not tested or not shown.
SMILES,SENP6 block,SENP8 block-1,SENP8 block-2,SENP7 block,SENP1 FRET inh,HKDC1 inhibitor,beta cell repl,UBC13 polyUb,PfGluPho inh
CC1=NN(C(N)=S)C(=O)C1N=Nc1c(C)n(C)n(-c2ccccc2)c1=O (stereo not drawn),19,24,18,11,-2,-1,-2,-22,0
O=C(c1ccc(-c2ccccc2)cc1)C1CCCN(C(=O)Cn2cncn2)C1 (stereo not drawn),-13,9,0,-1,-2,9,0,2,-10
COc1ccc(S(=O)(=O)N2CCc3ccccc32)cc1C(=O)N(CC(C)C)C1CCS(=O)(=O)C1 (stereo not drawn),-10,0,-7,-2,3,2,3,-2,-18
Cn1nc(C(F)(F)F)c(C(=O)Nc2ccc(F)cc2)c1Cl,-14,16,-6,-5,-1,-11,-1,-4,9
COc1cccc(Nc2nc3ccccc3nc2NS(=O)(=O)c2cccs2)c1,10,-309,1,2,-4,1,-5,-6,-40
CCNC(=O)COC(=O)COc1ccc(Cl)cc1C,-7,7,-6,-3,3,-6,-3,-6,-4
C=CCn1ncc(OC)c(Cl)c1=O,6,23,-4,4,-2,-11,-2,3,3
O=C(OCCN1C(=O)c2ccccc2C1=O)c1ccccc1,-14,21,3,10,2,-3,-3,24,-14
COc1ccc(NC(=O)CCC(=O)Nc2ccc3nc(N4CCOCC4)cc(C)c3c2)c(OC)c1,10,-298,4,-2,0,0,-2,5,-4
O=C(O)c1ccc(S(=O)(=O)NCC2CCCCC2)cc1,13,14,4,-1,0,-4,-3,3,-15
CCOC(=O)N1CCN(C(=O)C2CCCN(c3ncnc4c3nc3n4CCCCC3)C2)CC1 (stereo not drawn),-11,4,4,5,2,-2,0,8,8
CCCCc1ccc(NC(=O)c2cnccn2)cc1,85*,19,85*,92*,1,4,-5,9,-3
COc1ccc(CN2CCNC(=O)C2CC(=O)N(C)Cc2ccon2)cc1OC (stereo not drawn),-8,17,-1,1,-2,1,1,6,-10
O=[N+]([O-])c1cccc2cn[nH]c12,-18,2,-11,-11,1,-1,0,-12,6
Cc1cc2c(cc1C)CSC(c1ccccc1O)SC2,-27,9,-13,-5,-2,-5,-6,-1,27
O=S(=O)(Cc1ccccc1)N1CCN(Cc2c(F)cccc2Cl)CC1,1,13,1,8,0,-7,-2,-2,-9
COc1cc(Br)c(/C=C/c2ccc3cccc(O)c3n2)cc1OC,11,-39,-9,5,0,1,-6,-8,4
Cc1cc(/C=N/NC(=O)c2cccc(N(C)C)c2)c(C)n1-c1cc(C(=O)O)cc(C(=O)O)c1,-1,-325,3,6,1,-4,-2,-7,-17
O=C(COc1cc2oc(=O)c3c(c2cc1Cl)CCC3)N1C[C@H]2C[C@@H](C1)c1cccc(=O)n1C2,-9,-53,-8,-2,-1,18,-1,-6,13
CCOc1ncccc1C(=O)Nc1c(C)n(C)n(-c2ccccc2)c1=O,-8,9,-5,-9,-1,0,-2,-1,-1
CCOC(=O)c1c(C)oc2ccc(OCC(N)=O)cc12,13,10,-6,1,0,-10,-1,4,-14
COc1cc(C(=O)OCC(=O)Nc2ccc(C(C)=O)cc2)ccc1OCC(=O)N1CCOCC1,-19,-1,-6,-4,1,-4,0,7,8
OCCNc1nc(Cl)nc(NCc2ccco2)n1,-20,2,-5,-3,-3,-4,-1,-12,-4
COC(=O)CN1C(=O)[C@H]2[C@@H](c3ccc(C)o3)N3C(=O)CN(Cc4ccccn4)C(=O)[C@@]3(C)[C@H]2C1=O,12,6,3,1,-4,-7,-1,6,-8
Cc1ccc(NS(=O)(=O)c2cc(C(=O)NCc3ccncc3)ccc2C)cc1,2,19,-1,7,1,1,2,1,22
COc1ccc(C2c3cc4c(cc3OC(N3CCOCC3)C2C)OCO4)c(OC)c1 (stereo not drawn),x,4,x,x,2,7,x,x,17
CC(=O)Nc1ccc(S(=O)(=O)Nc2ncccn2)cc1,3,3,-10,7,0,-7,-3,0,5
CC1(OC(=O)c2cccs2)C(=O)C=C2C=C(c3ccc(C#N)cc3)OC=C2C1=O (stereo not drawn),-6,x,-6,-4,x,x,-4,-69,x
Cc1[nH]c(=O)[nH]c(=O)c1NS(=O)(=O)c1ccc2c(c1)CCCC2,-13,-10,-10,-4,5,-8,-3,-5,-8
COCCn1nnnc1C(c1cccs1)N1CCN2CCCC2C1 (stereo not drawn),11,3,-3,-3,0,-5,-1,-2,8
Cc1nn(CC(=O)N2CCN(C)CC2)c(=O)c2c1sc1ccccc12,-2,-40,-1,-1,5,1,3,-3,16
NS(=O)(=O)c1ccc(CCNC(=O)c2ccc3c(=O)n4c(nc3c2)CCCCC4)cc1,9,-18,-10,0,0,1,-2,-2,-1
COc1ccc2[nH]c3c(c2c1)CN(C)CC3,4,6,-4,-5,3,-5,-1,-14,-4
C=CCCC(=O)N(C)CCO,-5,18,-12,13,-1,-1,-3,-4,8
Cc1cc(OC(C)C(=O)N(Cc2ccco2)C2CCS(=O)(=O)C2)ccc1Cl (stereo not drawn),0,-3,-5,1,-1,1,1,5,12
CCc1ccccc1NC(=O)CSC1=C(C#N)C(c2ccc(O)c(OC)c2)C2=C(CCCC2=O)N1 (stereo not drawn),5,-3,14,7,-10,4,1,-4,13
Cc1ccc2c(CC(=O)NNC(=O)c3ccccc3)coc2c1,-3,13,-9,11,0,-12,-1,-6,12
CC(=O)c1ccc(OCCn2cnc3ccccc32)cc1,10,29,-1,0,0,-7,-1,5,4
COc1cc(-c2noc(C)c2C#CC2(O)CCCCC2)cc(OC)c1OC,3,12,-7,6,-2,7,12*,12,0
CCC1(c2ccc(F)cc2)NC(=O)NC1=O (stereo not drawn),-10,3,-5,4,1,-5,0,3,-2

# Just SENP8 block-2, for 2 of the compounds above:
compound | SENP8 block-2
COc1ccc(S(=O)(=O)N2CCc3ccccc32)cc1C(=O)N(CC(C)C)C1CCS(=O)(=O)C1 (stereo not drawn) | -7
CC1=NN(C(N)=S)C(=O)C1N=Nc1c(C)n(C)n(-c2ccccc2)c1=O (stereo not drawn) | 18

# Next part.
SMILES,SENP6 block,SENP8 block-1,SENP8 block-2,SENP7 block,SENP1 FRET inh,HKDC1 inhibitor,beta cell repl,UBC13 polyUb,PfGluPho inh
COCCN1CC(O)=C(c2nc3ccccc3c(=O)[nH]2)C1=N,2,i,-6,-6,2,6,1,12,-9
CCN(CC)C(=O)C1CCCN(C/C=C/c2ccccc2)C1 (stereo not drawn),4,4,2,-2,1,0,-4,5,-18
COc1ccc(C(=O)NC2CC2)cc1OC1CCN(Cc2cc(C)cc(C)c2)CC1,-5,5,-9,13,0,4,0,-4,0
COc1cc(CNCCNCC(C)O)ccc1OCc1ccc(Cl)nc1 (stereo not drawn),3,20,1,7,0,-10,1,8,7
COc1ccccc1NC(=S)NC(=O)c1ccc(Cn2cc(Br)cn2)cc1,-15,5,2,20,0,-11,0,4,6
CN(CCO)c1nc(N)c2c(N)nc3c(c2c1C#N)CC(=O)N3Cc1cccs1,74*,-386,-3,32,-37,5,-2,-14,17
CCn1nc(C(=O)Nc2nc3ccc(C)cc3s2)c2ccccc2c1=O,-19,-39,1,-10,2,10,-2,12,-3
O=C1CC(N(Cc2ccc3c(c2)OCO3)C(=O)Nc2ccc(F)cc2)C(=O)N1c1ccccc1 (stereo not drawn),-4,13,-2,-2,2,-2,-2,8,11
COC(=O)c1cccc(NC(=O)c2cnoc2C)c1,4,12,6,2,0,-8,0,10,-9
Cc1cc(C)nc(SCC(=O)Oc2ccc3oc(=O)cc(C)c3c2)n1,-11,-54,-9,9,2,-5,-2,6,1
O=C(CSc1nnc(-c2cccnc2)n1-c1ccc(F)cc1)NCc1ccc2c(c1)OCO2,-22,21,-3,-1,3,0,0,-4,4
C/C(=N\NC(=O)c1cc(C2CC2)nc2ccccc12)c1ccc(O)cc1O,-23,-3,-3,6,13,-44,-4,2,-20
CCC(C)[C@H](NC(=O)NC1CCCc2ccccc21)C(=O)OC (stereo partly drawn),-8,8,1,-1,2,-7,-2,-6,-16
OC1(c2ccccc2F)CCN(Cc2nnnn2CCc2ccccc2)CC1,0,8,0,-1,1,12,-3,-3,-3
Clc1cc(Br)ccc1NCc1cccnc1,-9,14,-8,-4,0,9,1,8,4
O=C(O)c1ccc(CN2CCCCC2)o1,-7,-7,-3,-13,2,-7,1,4,-21
COc1cc(C(=O)NCC(=O)Nc2ccc(F)c(F)c2)ccc1OCC(=O)N1CCOCC1,4,14,-1,11,2,3,-3,3,-12
COC(=O)Nc1ccc(Cc2ccncc2)cc1,8,12,-2,0,3,-6,-1,5,1
COc1cc(SC)ccc1C(=O)Nc1nc(C)cs1,97*,-167,98*,101*,0,-4,-6,4,43
Cc1cc(C)n(-c2nc(Nc3ccccc3C)nc(-n3nc(C)cc3C)n2)n1,-10,x,0,3,x,x,-6,2,x
O=C(O)c1ccc(OCC2CCCO2)cc1 (stereo not drawn),-13,21,-9,-8,1,-4,-2,11,-5
CSc1nc(C)cc(OCNC(=O)c2cccs2)n1,-20,19,-7,-8,0,-7,-2,1,-3
Cc1cc(C)c2c(CN3CCN(Cc4ccc5c(c4)OCO5)CC3)cc(=O)oc2c1C,-12,5,-6,-2,1,-1,-3,9,13
O=C(CCN1C(=O)c2ccc(Br)cc2C1=O)NC1CCCCC1,-8,8,-8,9,1,-9,4,-6,-3
Cn1nc(C(=O)NCc2cccc(Cl)c2)c2c1-c1ccccc1S(=O)(=O)C2,-8,16,-1,-3,-2,-1,5,3,5
Cc1cccc(NC(=O)C2CC(=O)N(c3ccccc3)C2)c1C (stereo not drawn),-12,9,9,5,5,-7,1,-3,6
CSc1nc(-c2ccc(Cl)cc2)c(C#N)c(=O)[nH]1,-9,-43,3,1,-4,12,-3,-1,3
COc1ccc(Cn2ccnc2SCC(=O)Nc2ccccc2)cc1,8,-2,5,7,0,5,1,-4,0
CCc1[nH]c(=S)c(C#N)c(-c2ccccc2)c1C(=O)OC,5,-1,3,-5,1,-6,1,u,-8
O=C(NC(=S)N1CCCCC1CO)c1cc(Br)ccc1Cl (stereo not drawn),-13,23,0,-13,-1,4,-5,6,3
C=CCN(c1ccc(C(=O)NC(C)C)cc1)S(C)(=O)=O,-2,1,-1,0,-1,12,-2,-1,0

# Records listed so far marked active in SENP7 block.
Molecule	SENP6 block	SENP7 block	SENP1 FRET inh	HKDC1 inhibitor	UBC13 polyUb	PfGluPho inh
CCCCc1ccc(NC(=O)c2cnccn2)cc1	85*	92*	1	4	9	-3
COc1cc(SC)ccc1C(=O)Nc1nc(C)cs1	97*	101*	0	-4	4	43

# Source: PubChem
